Compound activity (PubChem)
E coli growth = E. coli V3065 growth inhibition, primary screen, counter-screen for AddAB inhibitor project, absorbance, OD600; 18 h; inhibition, % at 11.9 µM; 330,000 compounds, 0.27% hits; AID 449728, 2010;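 active = inhibition above the campaign's mean inhibition across all tested compounds plus 3 SD, cut at about 9.9% in these data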;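 also: uninfected addAB+ strain grown without phage in ampicillin broth; 0% = DMSO wells and 100% = ciprofloxacin 0.95 µg/ml wells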
Mot1-301 SUMO = yeast Mot1-301 growth rescue at high temperature, primary screen, SUMOylation pathway inhibitor project, S. cerevisiae, ATP luminescence, 38.5C. S. cerevisiae Mot1-301 growth rescue; percent above DMSO median, 100 means doubled. growth rescue, % at 18.8 µM. 320,000 compounds, 1% hits;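 active = every valid replicate shows activation above 250% relative to neutral control wells; inactive = the rest, any valid replicate at or below 250%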;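 also: OY570 slx delta 5 strain wells were the positive control but not used for scaling; some compounds called inactive have numbers as strong as hits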
phage Ecoli inh = growth loss of phage-infected E. coli, primary screen, RecBCD inhibitor project, absorbance, with phage, HTS; inhibition, % at 11.9 µM; 360,000 compounds, 0.26% hits; in the data active = inhibition above about 11%
MOR-DOR inv ag = inverse agonists of MOR-DOR heterodimerization, primary screen, cell-based, luminescence; AID 504357, 2011; 340,000 compounds, 0.21% hits; inhibition, % at 9.3 µM; cell-based MOR-DOR heterodimer luminescence, inverse agonism; Mu-type opioid receptor (Homo sapiens) + Delta-type opioid receptor (Homo sapiens), …; in the data active = inhibition above about 22%, passing the limit was not always enough;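 also: 0% = cells with DMSO and 100% = wells without cells with DMSO; values of inactives mirror those of a sister screen read the other way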
PfHsp90 set2 = growth inhibition of PfHsp90-expressing yeast, primary screen, antimalarial PfHsp90 inhibitor project, S. cerevisiae, BacTiter-Glo luminescence, single point, set 2. AID 504621, 2011. BacTiter-Glo ATP, 48 h; yeast lacking PDR1 and PDR3 efflux regulators. 310,000 compounds, 0.32% hits. inhibition, % at 9.4 µM;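 active = every replicate shows inhibition above about 80%, whatever the replicate mean, limit read from the data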;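 also: 0% = DMSO neutral controls and 100% = 20 µM radicicol positive controls; yeast relying on Plasmodium falciparum Hsp90 in place of its own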
OPRM1-OPRD1 ag = agonists of OPRM1-OPRD1 heterodimerization, primary screen, cell-based, luminescence; Mu-type opioid receptor (Homo sapiens) + Delta-type opioid receptor (Homo sapiens), …; cells; activation, % at 9.3 µM; 340,000 compounds, 0.3% hits; in the data active = activation above about 18%;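 also: 0% = vehicle-treated cells and 100% = reference agonist; values of inactives mirror those of a sister screen read the other way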
PKA-R1A act = activators of PKA-R1A holoenzyme, primary screen, biochemical, fluorescence polarization, Cy5-IP20, bovine R1A, mouse PKAc. 340,000 compounds, 0.083% hits. cAMP-dependent protein kinase type I-alpha regulatory subunit (Bos taurus) + …. activation, % at 11.4 µM. AID 504707, 2011. PKA-R1A dissociation; scaled: DMSO 0%, 113 µM cGMP 100%;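 active = percent activation above the mean of all tested compounds plus 3 SD, cut at about 19% in these data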;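 also: higher means more PKAc released from R1A so a rise in polarization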
AddAB inh = growth inhibition of E. coli expressing H. pylori AddAB, primary screen, AddAB inhibitor project, absorbance; inhibition, % at 11.9 µM; AID 435030, 2010; 330,000 compounds, 0.29% hits; in the data active = inhibition above about 12%;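 also: 0% = vehicle wells of infected cells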
PKA-R2B activ = activators of PKA-R2B holoenzyme, primary screen, biochemical, fluorescence polarization, Cy5-IP20, human. cAMP-dependent protein kinase catalytic subunit beta (Homo sapiens) + cAMP-dependent …. PKA-R2B holoenzyme dissociation; R2B truncated from residue 108, S112A mutant; 0% DMSO only, 100% 113 µM cGMP. activation, % at 11.4 µM. 340,000 compounds, 0.079% hits;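 active = activation above a cutoff set at the mean over all compounds plus 3 SD, cut at about 18% in these data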;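 also: higher means more holoenzyme dissociation and a rise in polarization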
Target sequence (P31323 whole entry, looked up, other chains not shown, the tested form may be a part): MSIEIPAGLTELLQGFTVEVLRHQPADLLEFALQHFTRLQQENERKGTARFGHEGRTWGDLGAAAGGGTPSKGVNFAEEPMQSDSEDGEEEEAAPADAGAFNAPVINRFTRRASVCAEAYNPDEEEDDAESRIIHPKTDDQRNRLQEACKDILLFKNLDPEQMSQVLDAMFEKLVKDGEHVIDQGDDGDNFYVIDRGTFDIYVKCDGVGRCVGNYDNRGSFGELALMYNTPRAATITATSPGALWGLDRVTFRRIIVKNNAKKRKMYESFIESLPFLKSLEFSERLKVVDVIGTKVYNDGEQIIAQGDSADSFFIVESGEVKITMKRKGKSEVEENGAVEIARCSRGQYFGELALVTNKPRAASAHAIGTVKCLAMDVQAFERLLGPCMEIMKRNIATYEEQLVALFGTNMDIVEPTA
HTR5A inv ag = HTR5A inverse agonists in luminescence cell assay, primary screen, counter-screen for OPRM1-OPRD1 heterodimer inverse agonist project, full-deck HTS; 5-hydroxytryptamine receptor 5A (Homo sapiens), P47898; HTR5A cell line, inverse agonism; inhibition, % at 9.3 µM; 340,000 compounds, 0.083% hits; in the data active = inhibition mostly above about 23%, no sharp cut-off; inactive = mostly below about 18%;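 also: 0% = cells with DMSO and 100% = no-cell wells with DMSO; some compounds called inactive have numbers as strong as hits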
Target sequence (P47898 whole entry, looked up): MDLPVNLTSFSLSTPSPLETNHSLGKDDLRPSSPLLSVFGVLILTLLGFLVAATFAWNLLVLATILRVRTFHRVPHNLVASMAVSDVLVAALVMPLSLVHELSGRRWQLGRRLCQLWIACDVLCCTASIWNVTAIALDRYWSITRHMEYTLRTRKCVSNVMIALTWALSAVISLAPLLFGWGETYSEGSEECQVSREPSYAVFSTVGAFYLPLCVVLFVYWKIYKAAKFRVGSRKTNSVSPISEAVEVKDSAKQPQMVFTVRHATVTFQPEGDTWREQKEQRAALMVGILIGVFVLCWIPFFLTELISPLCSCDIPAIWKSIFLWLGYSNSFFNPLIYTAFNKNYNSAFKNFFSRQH
Tat export inh = E. coli Tat export inhibitors, primary screen, MC4100, TorA-mCherry reporter, fluorescence, single point; inhibition, % at 10 µM; 340,000 compounds, 0.036% hits;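 active = mean replicate inhibition at least 50% and at least half of replicates individually reaching 50%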;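 also: exported cargo escapes ClpAP degradation while cytoplasmic cargo is degraded and loses fluorescence; 0% = median of neutral control wells and 100% = median of NaSCN control wells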
Starred values were filed as active, the others as inactive; · = no result given.

SMILES | E coli growth | Mot1-301 SUMO | phage Ecoli inh | MOR-DOR inv ag | PfHsp90 set2 | OPRM1-OPRD1 ag | PKA-R1A act | AddAB inh | PKA-R2B activ | HTR5A inv ag | Tat export inh
COC(=O)c1cc(NCc2ccc3c(c2)OCO3)ccc1N1CCOCC1 | -1.7 | 5 | 4.2 | 5 | -14 | -0.9 | 5 | -0.2 | -7 | 0 | 2
O=C1CN(C(=O)COC(=O)c2ccc[n+]([O-])c2)c2ccccc2N1 | 1.5 | 33 | 3.8 | -8 | 16 | 1.6 | -9 | 1.0 | -4 | -1 | 1
O=C(CN1CCN(Cc2cccc(Cl)c2)C1=O)NCC1CCCO1 (stereo not given) | -0.3 | 7 | 1.8 | 10 | -15 | -1.9 | -14 | -2.2 | -9 | -19 | 10
COc1ccccc1N1CCN(C(=O)c2ccccc2N(C)S(=O)(=O)c2ccc(C)cc2)CC1 | 3.0 | 8 | -1.0 | -7 | -13 | 1.8 | 2 | 5.9 | -3 | -8 | 5
COCc1nnc(NC(=O)c2cc(Cl)ccc2OC)s1 | 1.1 | -22 | 3.8 | 12 | · | -2.5 | -2 | -0.2 | -7 | -7 | -9
CC(C)c1nnc(NC(=O)CCC(=O)NC2CCCCCCC2)s1 | 0.4 | 152 | 0.7 | -2 | -14 | 0.4 | 12 | 3.5 | 0 | -1 | 0
CC(C)N(C(=O)COC(=O)c1ccc(O)cc1)C(C)C | -0.5 | 1 | 1.7 | 5 | 33 | -1.2 | -5 | 1.4 | -8 | 9 | -4
Cc1ccccc1OCC(=O)Nc1nnc(C2CCCC2)s1 | -0.5 | 2 | 1.9 | -5 | -10 | 0.9 | -7 | -0.2 | -7 | 3 | 4
COc1ccc(OC)c(S(=O)(=O)Nc2cc(Cl)cc(Cl)c2)c1 | 0.2 | -2 | 0.4 | -13 | -21 | 2.1 | 1 | 2.4 | 0 | -3 | -3
Fc1cccc(F)c1-n1c(CN2CCCC2)csc1=S | 0.1 | -10 | 2.8 | 13 | 0 | -2.0 | 3 | -0.6 | 2 | 12 | -4
C=C(C)CN(CC)c1nc(N)c(C#N)c(CC#N)c1C#N | 0.4 | -8 | -0.9 | 8 | · | -1.6 | 17 | 2.6 | -7 | 12 | -4
Cn1nc(C(=O)NNC(=O)c2ccc(Cl)c(S(N)(=O)=O)c2)c2ccccc2c1=O | -0.7 | 0 | 1.5 | 6 | -16 | -1.1 | 1 | 1.4 | -2 | 0 | 1
O=C(c1ccc2c(=O)n3c(nc2c1)CCCCC3)N1CCc2ccccc21 | 0.4 | -6 | 4.0 | 14 | -14 | -2.6 | -3 | 0.5 | -4 | 3 | 0
Cc1cccc(S(=O)(=O)N2CN(Cc3ccco3)c3nc4ccccc4nc32)c1 | -0.3 | 2 | 1.4 | 5 | 7 | -1.0 | -8 | -1.7 | -4 | -2 | 1
COc1ccc(CN(C(=O)c2ccco2)C2CC(C)N(C)CC2C)cc1 (stereo not given) | -0.6 | 134 | 1.7 | 15 | -8 | -2.9 | 1 | 0.8 | 2 | 1 | 8
Cc1cc(C)cc(N(CC(=O)NC2CC3CCC2C3)S(C)(=O)=O)c1 (stereo not given) | -1.9 | 2 | 2.9 | 13 | 20 | -2.2 | 14 | 1.4 | 0 | 3 | -5
CSc1nc(O)c(C(c2ccc(OC(C)C)cc2)c2c(O)nc(SC)[nH]c2=O)c(=O)[nH]1 | 0.3 | -18 | -0.5 | 4 | -1 | -0.8 | 2 | 1.4 | 4 | -11 | -7
CC(C)NC(=O)[C@]1(C)CCC[C@@]2(C)C3CC[C@@]4(C)C[C@]3(CCC21)CC4=O (stereo not given in full) | 0.4 | 34 | 2.8 | -2 | 36 | 0.5 | 5 | 1.4 | -13 | 9 | 0
CCCC[N+](CC#CCO)(CC#Cc1ccccc1)CCCC | -0.4 | 32 | -1.0 | 5 | -2 | -1.1 | -7 | 1.7 | 1 | 9 | -6
C/C(=N\NC(=O)CSCc1ccc([N+](=O)[O-])cc1)c1cccc(Br)c1 | -0.5 | 5 | 4.5 | -33 | -35 | 6.4 | -4 | 2.8 | -10 | -61 | 0
CC(=O)Nc1ccc(S(=O)(=O)NC(C)C(=O)NCCc2ccc(F)cc2)cc1 (stereo not given) | -0.9 | 71 | 3.2 | -5 | 19 | 0.9 | 7 | 2.7 | -8 | 1 | -4
O=C(CN1C(=O)NC2(CCOc3ccccc32)C1=O)Nc1ccc(F)c(F)c1F (stereo not given) | -1.1 | -5 | 3.5 | 2 | 5 | -0.4 | 2 | -1.7 | -10 | -3 | 0
C=CCN(CC=C)C(=O)c1ccc(OC2CCN(C(C)=O)CC2)c(OC)c1 | 1.0 | -14 | 1.6 | -1 | 9 | 0.1 | -1 | 5.0 | 0 | 6 | 2
COc1ccc2[nH]cc(CCNC(=O)CS(=O)(=O)Cc3ccccc3)c2c1 | 0.4 | -20 | 2.0 | 2 | 20 | -0.3 | -9 | 3.6 | 2 | -27 | -4
CCn1nc(NS(=O)(=O)c2ccccc2[N+](=O)[O-])c2cc3cccc(C)c3nc21 | -0.5 | 19 | 0.9 | 12 | -21 | -2.4 | -2 | 2.9 | -3 | 22 | -2
The listing continues:
SMILES | E coli growth | Mot1-301 SUMO | phage Ecoli inh | MOR-DOR inv ag | PfHsp90 set2 | OPRM1-OPRD1 ag | PKA-R1A act | AddAB inh | PKA-R2B activ | HTR5A inv ag | Tat export inh
O=C(CCSc1nnc(-c2ccco2)o1)Nc1ccccc1 | 0.0 | -1 | 2.5 | 4 | · | -0.7 | 2 | 1.6 | 4 | -2 | 0
Cc1cccn2cc(-c3ccc(F)cc3)cc12 | -2.4 | -20 | 1.8 | 4 | 4 | -0.7 | -13 | -0.7 | -2 | 10 | -7
CCCN(CC(=O)Nc1ccc(Cl)cc1Cl)Cc1cc(=O)n2ccsc2n1 | 1.9 | 6 | 4.3 | -3 | 13 | 0.6 | -8 | 2.5 | -6 | 6 | 4
COc1ccc(NC(=O)CSCC(=O)NC2(C)CCS(=O)(=O)C2)cc1 (stereo not given) | 1.3 | -6 | 1.0 | 4 | 17 | -0.7 | 4 | 0.9 | -1 | -5 | -1
Cc1ccc(CCNC(=O)c2cc(-c3ccncc3)nc3ccccc23)cc1 | 1.0 | 72 | 1.5 | -4 | -7 | 0.8 | 10 | 3.0 | 1 | -12 | -9
CN1CCN(c2nc(NCCOC34CC5CC(CC(C5)C3)C4)nc(OCC(F)(F)F)n2)CC1 | -3.3 | -10 | 0.2 | -22 | 15 | 3.7 | -3 | -0.1 | -13 | -3 | 18
COc1ccc(Cn2c(C3CC3)nc3ccc(NC(=O)C4CC4)cc3c2=O)cc1 | -2.0 | -10 | 2.9 | 10 | -15 | -1.8 | -8 | 0.9 | -10 | -21 | 9
CCc1nn(CC(=O)N(C)C2CCCCC2)c(=O)c2cc3cc(C)ccc3n12 | 0.0 | · | 2.0 | 15 | 14 | -2.9 | -2 | 2.9 | 2 | 8 | 3
NS(=O)(=O)c1cccc(NC(=O)COC(=O)C2(c3cccc(F)c3)CCCC2)c1 | -0.6 | 232 | 1.0 | 4 | 13 | -0.7 | -3 | 3.8 | -9 | -17 | -2
CCc1ccc(N2CC(C(=O)N3CCCC3)CC2=O)cc1 (stereo not given) | -3.1 | -1 | 1.3 | -8 | -15 | 1.0 | 6 | 2.2 | -1 | 4 | -5
NC1=NC(=O)C2(COC(c3cccnc3)OC2)S1 (stereo not given) | 1.6 | -11 | 5.4 | 10 | 10 | -1.9 | -4 | 2.2 | 2 | -2 | -2
Cc1cccc(CN2CCOCCS2(=O)=O)c1 | 0.3 | -12 | -1.6 | 13 | -10 | -2.3 | -2 | 3.0 | -5 | 2 | 5
Cc1ccccc1N(C(=O)CCC(=O)Nc1ccccn1)C(C(=O)NC(C)C)c1ccc(O)cc1 (stereo not given) | · | · | 2.6 | 9 | -3 | -1.9 | -7 | · | -8 | -2 | 0
c1ccc(-n2nnnc2SCc2cccc3nsnc23)cc1 | 1.5 | 150 | 3.9 | 15 | -8 | -2.8 | -6 | 1.1 | -9 | 5 | 8
COc1ccc(OC)c(Nc2nc(-c3ccccc3O)nc3ccccc23)c1 | -2.4 | -2 | 3.9 | 8 | 5 | -1.6 | -8 | 0.4 | 2 | 10 | 15
COc1cc(NC(=O)CCNC(=O)Cn2cnc3sc4c(c3c2=O)CCCC4)cc(OC)c1OC | -0.9 | 2 | 4.0 | 2 | 1 | -0.3 | 2 | 3.7 | -5 | 4 | 2
CCCCC(=O)Nc1ccc(NC(=O)c2cc(OC)c(OC)c(OC)c2)cn1 | -1.8 | 6 | 1.1 | 10 | 14 | -1.7 | 8 | 2.2 | -9 | 11 | 11
C/C(=N\Nc1ccc(C(F)(F)F)cc1[N+](=O)[O-])C(C)C | -1.1 | -4 | 2.6 | 6 | 11 | -1.2 | -4 | -0.2 | -6 | 4 | -3
CCOc1ccc(-n2c(=O)[nH]cc(C(=O)N3CCCc4ccccc43)c2=O)cc1 | -0.3 | -16 | 2.2 | 19 | · | -3.4 | 5 | 2.3 | -5 | 0 | 3
COc1ccccc1-n1c(=O)[nH]c2c(C(N)=O)nc(C3CCCCC3)nc21 | -1.0 | -6 | 0.5 | 8 | 7 | -1.4 | -7 | 1.4 | -7 | -14 | 23
Cc1ccc(SCC(=O)N2CCC(C(N)=O)CC2)cc1 | 0.7 | -17 | 1.5 | 7 | · | -1.4 | 2 | -0.6 | -11 | 16 | 5
O=C(/C=C/c1ccco1)Nc1ccc(-c2nc3ccccc3[nH]2)cc1 | -3.3 | -12 | 3.2 | -80 | -29 | 15 | 12 | 3.9 | 15 | -8 | 9
Cc1cc(C(=O)COc2cccnc2[N+](=O)[O-])c(C)n1-c1ccccc1 | -0.9 | -4 | 1.9 | 1 | 13 | -0.1 | -1 | 2.9 | -4 | 1 | -1
CCN(CC(=O)Nc1ccc2c(c1)OCCO2)C(=O)c1cccc(OCC(C)C)c1 | -0.6 | -5 | 0.6 | 10 | 0 | -2.4 | -7 | -1.4 | 9 | 10 | 3
O=C(c1ccc(Cl)cc1)N(Cc1ccc(Br)cc1)N1C(=O)CCC1=O | 0.5 | 10 | -3.8 | -3 | · | 0.6 | 3 | -2.1 | -6 | 12 | 5
COc1cc(OC)c(C2C(C(=O)O)c3ccccc3C(=O)N2C)cc1OC (stereo not given) | 0.7 | -9 | 1.7 | 2 | -4 | -0.4 | 9 | -0.8 | -7 | -29 | 1
